beta cell repl: inducers of beta-cell replication in MIN6 cells; proliferation, % at 10 µM; MIN6 cells proliferation, ATPlite luminescence, 48 h; cells starved in 0.2% serum; 100% = growth in 10% serum; AID 2380; 330,000 tested, 0.29% active;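 active = compounds whose signal lies at least 3.5 SD above the mean of all wells on their plate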;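 note: 0% = DMSO-treated cells in low-serum medium and 100% = 10% serum control; some compounds called inactive have numbers as strong as hits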
HKDC1 inhibitor: blocks human hexokinase HKDC1 activity; Q2TB90; recombinant HKDC1, G6PDH/diaphorase resazurin coupled fluorescence; inhibition, % at 20 µM; 340,000 tested, 0.16% active; AID 493160;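 active = inhibition above about 35% when tested at 20 µM, limit read from the data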;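 note: plate controls were DMSO wells with enzyme for no effect and DMSO wells lacking enzyme for full effect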
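Assay system: in-house recombinant HK5 (HKDC1) enzyme. Input: HKDC1 at 5 µg/mL. Medium: Tris pH 8.0 buffer with MgCl2, Tween-20, BSA, BME. Dosing: single 20 µM dose. Schedule: 90 min reaction incubation at room temperature, dark. Signal: resazurin-to-resorufin fluorescence via G6PDH and diaphorase coupling, 525/613 nm. Controls: DMSO-enzyme wells negative, buffer-substituted wells positive.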
SENP6 block: blocks the human protease SENP6. Q9GZR1. 330,000 tested, 1.8% active. inhibition, % at 10 µM. AID 2599. Recombinant SENP6 catalytic domain, aminoluciferin luminescence;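 active = inhibition above about 50% at the single tested dose, limit read from the data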;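 note: plate controls were DMSO wells with enzyme for no effect and DMSO wells lacking enzyme for full effect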
Target sequence (Q9GZR1 628-1112 limits assumed): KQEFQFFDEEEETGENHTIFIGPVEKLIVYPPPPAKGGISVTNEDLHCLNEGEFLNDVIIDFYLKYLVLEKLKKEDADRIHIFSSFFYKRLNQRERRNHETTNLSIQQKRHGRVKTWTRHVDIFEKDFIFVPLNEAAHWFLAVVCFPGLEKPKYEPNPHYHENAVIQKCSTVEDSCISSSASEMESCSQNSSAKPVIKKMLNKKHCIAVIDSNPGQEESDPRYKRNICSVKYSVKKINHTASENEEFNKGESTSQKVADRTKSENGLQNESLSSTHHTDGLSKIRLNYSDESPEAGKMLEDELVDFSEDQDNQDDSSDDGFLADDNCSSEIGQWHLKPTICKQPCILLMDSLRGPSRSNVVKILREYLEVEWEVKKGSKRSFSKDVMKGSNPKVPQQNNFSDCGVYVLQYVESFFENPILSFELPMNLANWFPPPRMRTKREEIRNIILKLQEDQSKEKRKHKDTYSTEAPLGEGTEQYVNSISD
UBC13 inh: inhibitors of human UBC13 polyubiquitin chain formation | TR-FRET | inhibition, % at 20 µM | AID 485273 | 330,000 tested, 0.47% active; in the data active = inhibition above about 45%, passing the limit was not always enough
Target sequence (P61088 whole entry, looked up): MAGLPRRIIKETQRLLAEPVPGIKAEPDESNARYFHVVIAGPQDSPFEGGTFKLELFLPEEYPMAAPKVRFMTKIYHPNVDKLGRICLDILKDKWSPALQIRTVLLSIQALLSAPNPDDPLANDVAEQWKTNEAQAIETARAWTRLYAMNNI
PfG6PD inh: PfG6PD (Plasmodium falciparum) enzyme inhibition; PfGluPho enzyme, NADPH resazurin-diaphorase fluorescence; inhibition, % at 20 µM; 350,000 tested, 0.78% active; AID 504690;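 active = inhibition reaching at least a set limit at 20 µM in the primary screen, cut at about 59% in these data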;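 note: 0% = DMSO wells with substrate and 100% = DMSO wells lacking glucose-6-phosphate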
SENP7 block: SENP7 protease inhibition | Q9BQF6 | recombinant SENP7, Z-RLRGG-aminoluciferin luminescence, 40 min | inhibition, % at 5 µM | 330,000 tested, 1.5% active | AID 434973;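 active = inhibition above about 50% at the single test dose, limit read from the data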;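 note: plate controls were DMSO with enzyme for no effect and no enzyme buffer wells for full effect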
Target sequence (Q9BQF6 706-1050 limits assumed): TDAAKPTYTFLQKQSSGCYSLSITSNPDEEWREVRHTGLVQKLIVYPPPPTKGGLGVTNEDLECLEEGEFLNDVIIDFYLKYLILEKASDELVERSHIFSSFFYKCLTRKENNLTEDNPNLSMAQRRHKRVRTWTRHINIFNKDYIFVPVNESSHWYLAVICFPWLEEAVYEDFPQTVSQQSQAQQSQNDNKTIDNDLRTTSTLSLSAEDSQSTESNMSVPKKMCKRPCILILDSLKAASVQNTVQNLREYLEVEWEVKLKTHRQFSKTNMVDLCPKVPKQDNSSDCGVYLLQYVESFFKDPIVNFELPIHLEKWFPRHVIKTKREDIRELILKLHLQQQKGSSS
SENP8 block-1: blocks human SENP8 cleavage of Nedd8 substrate. Q96LD8. inhibition, % at 20 µM. 360,000 tested, 0.64% active. recombinant SENP8, Nedd8 substrate fluorescence. AID 602440; in the data active = inhibition mostly above about 40%, no sharp cut-off; inactive = mostly below about 27%
SENP1 inh: SENP1 (human) catalytic domain inhibition; Q9P0U3; recombinant SENP1 catalytic domain, CyPet-SUMO1-YPet FRET cleavage; inhibition, % at 10 µM; 360,000 tested, 0.21% active; AID 624204;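 active = inhibition at least 30% at 10 µM, raw YFP signal under a set limit, fluorescence ratio 0.5 to 1.5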;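 note: 0% = enzyme with DMSO and 100% = no enzyme wells; some results filed as inactive read as strong as hits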
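material = recombinant human SENP1 catalytic domain, His6-tagged | quantity = 20 pM enzyme | reagent = 25 nM SUMO1 FRET substrate | compound dosing = 10 µM single point, 0.5% DMSO | timing = 50 min enzyme reaction, room temperature, light-protected | detection = FRET, CFP and YFP emission | control set = no-enzyme low, enzyme-DMSO high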
SENP8 block-2: inhibitors of human SENP8 protease; Q96LD8; purified SENP8, Z-RLRGG-aminoluciferin cleavage, luminescence; inhibition, % at 10 µM; 330,000 tested, 1.2% active; AID 2540; in the data active = inhibition above about 50%
An asterisk follows results filed as active; nt = no result given.

canonical_smiles,beta cell repl,HKDC1 inhibitor,SENP6 block,UBC13 inh,PfG6PD inh,SENP7 block,SENP8 block-1,SENP1 inh,SENP8 block-2
Cc1ccccc1CC1SC(N)=NC1=O (stereo not given),3,-4,10,0,-5,1,20,1,-6
O=C(c1ccc2ccccc2c1)N1CCOCC1,6,-3,2,1,20,0,19,0,2
Cc1cc(C)n2c(SCC(=O)Nc3ccc(F)cc3)nnc2n1,-1,-6,-9,15,42,-5,-112,-1,2
CCN(CC)S(=O)(=O)c1cc(C(=O)Nc2cc(Cl)ccc2N2CCN(C)CC2)ccc1Cl,-6,2,-13,11,3,-18,7,-1,-4
COc1ccc(CCC(=O)OCC(=O)NCc2ccccc2)cc1,0,-5,-7,0,2,2,12,4,5
COc1ccc(S(=O)(=O)N2CCOCC2)cc1NC(=O)CN1CCN(C)CC1,-3,-4,-11,4,6,-6,1,2,-5
Cc1cc(C(=O)CSc2nnc(-c3ccccc3)n2Cc2ccc3c(c2)OCO3)c(C)n1C,0,0,-7,0,16,-9,13,1,-5
N#CC1=C(N)N(c2ccccc2Sc2ccccc2)C(=O)C1,1,-3,5,-14,-2,-4,21,4,-4
O=C(NC1CCCCC1)C(c1ccc(F)cc1)N(CCCN1CCOCC1)C(=O)c1ccc(CN2CCOCC2)o1 (stereo not given),-4,-9,19,-10,-13,6,18,-2,7
CC(=O)c1ccc(N2CCN(C(=O)CCCn3c(=O)[nH]c4ccsc4c3=O)CC2)cc1,0,3,-2,4,8,5,-88,0,1
CSC(=S)N/N=C/c1ccc(Br)cc1,0,2,3,8,-8,7,16,2,-16
CCc1ccc(Nc2cnn(C34CC5CC(CC(CC(=O)O)(C5)C3)C4)c(=O)c2Cl)cc1,2,12,-14,-12,0,-5,24,4,-2
COc1ccc(N(CC(=O)N/N=C/c2ccc(OC)cc2OC)S(=O)(=O)c2ccccc2)cc1,1,-1,11,3,4,8,10,1,-1
CNc1ncnc2c1ncn2-c1ccccc1,nt,-5,nt,nt,10,nt,1,2,nt
NC(=O)c1ccsc1NC(=O)COC(=O)c1ccccn1,3,-1,-20,14,10,-4,-18,-6,2
Cc1ccccc1NC(=O)COC(=O)CNC(=O)c1sc2ccccc2c1Cl,0,-12,-13,11,-5,-6,15,1,-9
O=C(CCC(=O)Nc1ccc(Cl)cc1Cl)NNC(=O)[C@@H]1CCCC[C@@H]1C(=O)O,nt,-9,nt,nt,-8,nt,19,-3,nt
Cc1cc(C)c(OCC(O)CN2CCN(c3ccccn3)CC2)c(C)c1 (stereo not given),-3,-2,2,6,13,2,20,-1,-2
O=Cc1cccc(Oc2ncccn2)c1,0,-2,17,5,7,-1,7,-2,2
O=C(CN(CC1CCCO1)C(=O)CNS(=O)(=O)c1ccc(F)cc1)NC1CCCCC1 (stereo not given),-6,-6,-6,3,23,3,10,1,9
CN(C)CCN1C(=O)c2ccccc2C1=O,-4,-4,-12,3,2,2,15,2,3
O=C(c1ccc(S(=O)(=O)Nc2ccccc2F)cc1)N1CCCC1,-2,2,-1,5,-19,2,8,2,-1
COc1ccc(-n2nc(C(=O)NCC(=O)N3CCN(c4ccccn4)CC3)c3ccccc3c2=O)cc1,-4,5,-2,-6,-11,6,-258,0,9
CC(=O)Nc1cccc(NC(=O)c2sc3ncn(CC(=O)N4CCCCC4)c(=O)c3c2C)c1,nt,-5,nt,nt,12,nt,13,1,nt
O=C(OCC(=O)N1CCOCC1)c1ccc(O)cc1,-1,-8,9,0,3,6,7,1,-5

Later entries.
canonical_smiles,beta cell repl,HKDC1 inhibitor,SENP6 block,UBC13 inh,PfG6PD inh,SENP7 block,SENP8 block-1,SENP1 inh,SENP8 block-2
CN1CCN(C(=S)c2cn(CCOc3ccccc3)c3ccccc23)CC1,-1,-8,-13,21,-2,-9,2,1,-2
NNC(=O)c1ccc(Cl)cc1Cl,-3,-2,-5,0,3,8,8,0,-10
Cc1ccc(C(=O)NC(=S)Nc2ccc(N3CCOCC3)cc2)cc1,-3,-10,-6,-22,-1,-6,28,1,-14
Cc1nc(SCC(N)=O)[nH]c(=O)c1Cc1ccc(OC(C)C)cc1,1,-4,64*,-3,-24,0,13,-6,-5
COc1ccc(/C=C2\N=C3CCCN3C2=O)cc1,-1,0,4,-16,-7,-6,14,-2,-11
Cc1cc(C)c(S(C)(=O)=O)c(NN)n1,-4,-3,-18,1,2,-4,24,-1,-8
Cc1cc(C)c(C)c(S(=O)(=O)N2CCC(C(=O)NC3=NCCS3)CC2)c1C,-2,-8,-23,8,-23,-9,10,-1,-11
O=C(Cn1cnc2ccccc21)N/N=C/c1ccc([N+](=O)[O-])cc1,0,-9,-8,-12,-1,-5,22,0,-5
Cn1nc(C(F)(F)F)c(-c2ccc(F)cc2)c1NC(=O)CSCC(=O)O,1,-3,-9,-4,4,-10,21,0,-6
NC(=S)c1c(Cl)cc(C(F)(F)F)cc1Cl,3,-5,-5,6,-2,-2,1,0,0
COc1ccc(-n2nc(C(=O)NCC(=O)NC3CCCCCC3)c3ccccc3c2=O)c(OC)c1,0,-4,-15,9,-4,-2,-27,4,4
CCOC(=O)C1CCC(=O)C1 (stereo not given),nt,-4,nt,nt,13,nt,4,3,nt
CCC(C)(C)n1nnnc1C(c1cc2cc(C)cc(C)c2[nH]c1=O)N1CCCC1 (stereo not given),-3,-5,-3,28,15,0,-125,0,-3
COc1cc2c(c(OC)c1)C(c1cccc(OC)c1OC)CC(=O)N2 (stereo not given),1,-8,4,4,4,10,18,-1,10
CCc1ccc(C(=O)c2cncc(Br)c2)cc1,-3,3,-5,6,-9,8,1,-2,-3
CCOc1ccc(CCNC(=O)c2cccc(S(=O)(=O)N3CCCC3)c2)cc1OCC,2,-4,8,4,0,-2,22,1,12
O=C(Nc1cccc(Cl)c1)NC1(C(=O)NCc2cccs2)CCCCC1,-4,-7,-54,-10,-7,-1,9,3,-5
Cc1ccc(S(=O)(=O)Cc2cn3cccnc3n2)cc1,nt,-8,nt,nt,13,nt,-438,2,nt
COc1ccc(N(C)S(=O)(=O)c2cccc(C(=O)OCC(=O)Nc3sc4c(c3C#N)CCCCC4)c2)cc1,-1,-4,-8,-15,-42,-5,13,-2,-10
CC1CCCC(NC(=O)c2cccc(S(=O)(=O)N3CCCCC3)c2)C1C (stereo not given),-4,-4,5,-20,11,-1,0,-1,2
CC(NS(=O)(=O)c1ccc2c(c1)CC(=O)N2C)c1ccccc1 (stereo not given),-1,4,-7,1,-1,-4,-1,0,-9
O=C(Nc1ccc2oc(-c3cccnc3)nc2c1)c1cc2ccccc2o1,2,0,-8,9,7,-2,-408,4,-14
COc1ccc(-c2c3c(nc4sc5c(=O)[nH]c(C)nc5c24)CCC3)cc1,5,8,9,27,5,2,-453,-50,2
CCc1ccccc1NC(=O)C1CCN(S(C)(=O)=O)CC1,1,-2,-21,5,-3,12,18,0,1
CC(C)N=C1NN=C(c2cccs2)C(CC(=O)O)S1 (stereo not given),-1,-4,-3,-9,26,-4,8,-4,0

Molecules listed so far containing a CF3 group:
canonical_smiles,beta cell repl,HKDC1 inhibitor,SENP6 block,UBC13 inh,PfG6PD inh,SENP7 block,SENP8 block-1,SENP1 inh,SENP8 block-2
Cn1nc(C(F)(F)F)c(-c2ccc(F)cc2)c1NC(=O)CSCC(=O)O,1,-3,-9,-4,4,-10,21,0,-6
NC(=S)c1c(Cl)cc(C(F)(F)F)cc1Cl,3,-5,-5,6,-2,-2,1,0,0

Additional structures
canonical_smiles,beta cell repl,HKDC1 inhibitor,SENP6 block,UBC13 inh,PfG6PD inh,SENP7 block,SENP8 block-1,SENP1 inh,SENP8 block-2
O=C(CSCc1ccccc1)N/N=C/c1ccccc1OCc1ccccc1,-3,9,-12,1,63*,5,3,1,3
O=C1/C(=C\Nc2ccccc2)CCN1c1ncccn1,-2,-2,-4,-7,11,-4,-46,3,-10
Cc1nc(Nc2ccc(O)cc2)c2c3c(sc2n1)CCCC3,-4,5,-2,7,0,5,19,3,-2
COc1ccccc1NC(=O)c1ccc2c(=O)n3c(nc2c1)CCC3,0,3,-10,-7,6,-5,10,2,-5
C=C(C)COc1ccc2c(CC)cc(=O)oc2c1C,0,-7,-7,-6,27,-3,-54,1,-16
O=C(Nc1ccc2c(c1)OCCO2)C(c1ccc(F)cc1)N1CCCCC1 (stereo not given),-2,0,11,7,1,-5,12,1,1
CC1CCN(CCC(=O)N2CCCc3c2c(=O)oc2ccc(O)cc32)CC1,-1,1,8,3,-2,3,4,0,4
CCOC(=O)N1CCC(N2CCCC(C(=O)c3cc(F)ccc3OC)C2)CC1 (stereo not given),-3,-8,0,2,-11,7,-48,2,4
Cc1cccc(C2(c3cccc(C)c3)CC2C(=O)Nc2ccc([N+](=O)[O-])cc2O)c1 (stereo not given),0,-5,-11,-21,113*,-8,18,3,-3
Cc1noc(C(=O)Nc2cccnc2)c1Cl,-1,1,-13,1,-10,-11,19,3,-13
Cn1c(=O)c2sccc2n(Cc2ccc(Br)cc2)c1=O,-3,-1,7,20,12,-11,5,1,6
COc1ccc(S(=O)(=O)Nc2ccccc2C(=O)N2CCOCC2)cc1Br,-4,9,-6,10,10,-2,2,3,1
COc1cccc(NC(=O)c2ccc(OC(F)(F)F)cc2)c1,-5,1,88*,0,42,94*,7,1,85*
O=C(NCCCn1ccnc1)c1csc2ccccc12,3,-9,4,12,-11,8,6,0,-1
COC(=O)C1=C(C)N(c2cc(Cl)cc(Cl)c2)C(=O)C1,-5,-1,5,2,-3,6,22,-4,2
NC(Cc1c[nH]c2ccccc12)C(=O)NCc1ccccc1 (stereo not given),-3,-2,-27,-2,-7,-18,9,1,-2
Cc1c(C(=O)N2CCCCC2)c(S(=O)(=O)N2CCC(C)CC2)c(C)n1C,6,-2,-15,-9,0,5,6,-1,3
O=C(O)CC1(CC(=O)NCc2cc(F)cc3c2OCOC3)CCCCC1,3,-6,-14,5,-8,4,20,1,4
COC(=O)c1c(N)c(C#N)c(C)n1-c1ccccc1,1,-6,2,2,17,-1,6,3,11
O=C(Nc1ccc(S(=O)(=O)NCC2CCCO2)cc1)c1cccc(F)c1 (stereo not given),-2,-5,9,8,8,1,-1,1,-2
COC(=O)c1ccc(/C=N/NC(=O)C2CC(=O)N(c3ccc(OC)cc3)C2)cc1 (stereo not given),-3,3,10,-5,-23,-4,-1,1,-4
O=C1NC(c2ccc3c(c2)OCO3)Oc2ccccc21 (stereo not given),-1,-5,-2,5,0,-1,-19,4,2
c1ccc(-c2ccc(-n3ccnc3)cc2)cc1,-2,-4,53*,8,28,6,-7,2,36
CC(C)CNC(=O)c1cc(=O)[nH]c2ccc(S(=O)(=O)Nc3ccc(F)cc3)cc12,3,8,-20,4,-11,-5,1,1,3
O=C(c1ccncc1)N1CCN(CCc2ccccc2)CC1,0,4,-16,5,-16,-1,8,3,-10
CCN(c1ccc(OC)cc1)S(=O)(=O)c1nnc(NC(=O)c2ccccc2Cl)s1,1,8,24,-8,-35,0,-20,-1,18
O=C(NCc1cccc(OC(F)(F)F)c1)C1CCC(=O)N(Cc2cccc(F)c2)C1 (stereo not given),-3,-2,-14,0,14,1,10,1,3

Compound activity: PubChem, Sanford-Burnham Center for Chemical Genomics
